# JMJD2E inh: qHTS Assay for Inhibitors of Human Jumonji Domain Containing 2E (JMJD2E); 230,000 tested, 1.6% active; JMJD2E catalytic domain, FDH-coupled NADH fluorescence (FDH is formaldehyde dehydrogenase); Potency, µM (top dose mostly 57.1 µM), inactives show top-dose activity change, negative = inhibition, usual class: inhibitors; Lysine-specific demethylase 4E (Homo sapiens), B2RXH2; active = well fitted inhibition curve with a large enough effect, not every such curve was filed as active; inconclusive = small, poorly fitted or top-dose-only effect, or another doubt; inactive = no such curve, though single readings can be large or run the other way;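 also: 0% = wells with enzyme and -100% = buffer wells without enzyme; nearly all actives have a fitted effect of over 50% in size; many of its hits are not listed in these tables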
# RECQ1 inh: qHTS Assay for Inhibitors of RecQ-Like Dna Helicase 1 (RECQ1); ATP-dependent DNA helicase Q1 (Homo sapiens), P46063; RECQ1 DNA unwinding, red fluorescence kinetic read; Potency, µM (highest dose often 57.3 µM), without a hit: top-dose activity, negative = inhibition, actives largely listed as inhibitors; 240,000 tested, 0.54% active;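 also: plate controls were vehicle for no effect and no enzyme for full effect; nearly all actives have a fitted effect of over 30% in size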
#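 50 nM RECQ1T1 preincubated 15 min with compound in Tris pH 8.0 buffer with MgCl2, DTT, Tween-20 and 2.5 ug/ml poly(dI-dC); started with 200 nM TAMRA/BHQ-2 forked duplex and 2 mM ATP. Unwinding read as fluorescence (525/598 nm), two reads 2 h apart.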
# LMNA splice mod: qHTS Assay for Modulators of Lamin A Splicing. 200,000 tested, 0.01% active. HeLa LMNA splicing GFP/RFP minigene ratio, 48 h. AID 1487, 2009. Potency, µM (highest dose often 46.1 µM), without a hit: at the top dose ratio change, negative = inhibition, usual class: inhibitors; active = well fitted inhibition curve with a large enough effect in the signal ratio, with a control signal flat, not every such curve was filed as active; inconclusive = small, poorly fitted or top-dose-only effect, or effect the other way, or a change in a side signal; the % refers to the signal ratio; also: % is scaled to controls: 0 for no effect and ±100 for the full control effect
#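 S3 HeLa cells stably expressing lamin A-EGFP splicing minigene plus DsRed2, 600 cells/well, 48 h compound exposure at 37C. Laser-scanning cytometry; analysed as GFP (500-530 nm)/RFP (575-640 nm) total intensity ratio; 0.5% DMSO vehicle.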
# Tau ThT inhib: qHTS for Inhibitors of Tau Fibril Formation, Thioflavin T Binding; recombinant tau K18 P301L (four-repeat tau fragment), heparin-induced fibrillization, ThT fluorescence; Potency, µM (doses to about 57.4 µM), for inactives: at the top dose activity, negative = inhibition, hits mostly inhibitors; 270,000 tested, 2.1% active; also: % is scaled to controls: 0 for no effect and ±100 for the full control effect; nearly all actives have a fitted effect of over 55% in size
# Target sequence (P10636 561-689 P618L limits assumed): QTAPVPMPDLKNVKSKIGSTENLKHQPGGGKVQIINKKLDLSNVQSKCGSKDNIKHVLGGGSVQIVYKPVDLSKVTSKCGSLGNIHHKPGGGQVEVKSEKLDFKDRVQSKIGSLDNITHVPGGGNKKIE
#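 Tau K18 P301L fragment (15 uM unlabeled plus 0.24 uM Alexa 594-labeled) in 100 mM sodium acetate pH 7 with compound, fibrillization induced by 20 uM heparin for 6 hr at 37 C. Thioflavin T (30 uM) added, fluorescence read after 1 hr (ex 450, em 510 nm).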
# KinaseGlo FLuc: Counterscreen for Luciferase (Kinase-Glo TM) Inhibition; Potency, µM (titrated, usually from 38.3 µM), without a hit: at the top dose activity change, negative = inhibition, most hits filed as inhibitors; AID 1379, 2008; Kinase-Glo luciferase, ATP luminescence, 8 min; 200,000 tested, 0.28% active; also: % is scaled to controls: 0 for no effect and ±100 for the full control effect; nearly all actives have a fitted effect of over 60% in size
#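 Inhibition of Kinase-Glo luciferase light generation was assessed at 10 uM ATP in pH 7.2 imidazole buffer, with luminescence measured after eight minutes at ambient temperature.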
# SMN2 splice enh: qHTS Assay for Enhancers of SMN2 Splice Variant Expression; HEK293 SMN2-luciferase splicing reporter, luminescence, 30-36 h; Potency, µM (titrated, usually from 46.1 µM), for inactives: at the highest dose activity change, positive = activation, hits mostly activators; 210,000 tested, 2.8% active; also: % of control where 0% means no effect; nearly all actives have a fitted effect of over 55% in size
#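 HEK293 cells carry an SMN2 minigene-luciferase reporter in which exon 7 inclusion puts luciferase in frame. Cells were seeded at 2000 cells/well, attached for 10-12 hours, then exposed to compounds for 30-36 hours at 37C before ONE-Glo luminescence.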
# ALDH1A1 inh: qHTS Assay for Inhibitors of Aldehyde Dehydrogenase 1 (ALDH1A1) | Aldehyde dehydrogenase 1A1 (Homo sapiens), P00352 | Purified ALDH1A1, NADH fluorescence, propionaldehyde substrate | Potency, µM (top dose mostly 75.3 µM), inactives show at the top dose activity, negative = inhibition, actives largely listed as inhibitors | 220,000 tested, 7.3% active | AID 1030, 2008; active = well fitted inhibition curve with a large enough effect, not every such curve was filed as active; inconclusive = small, poorly fitted or top-dose-only effect, or another doubt; inactive = no such curve, though single readings can be large or run the other way;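 also: plate controls were no enzyme wells and a reference inhibitor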
# L3MBTL1 block: qHTS Assay for the Inhibitors of L3MBTL1 | Lethal(3)malignant brain tumor-like protein 1 (Homo sapiens), Q9Y468 | AlphaScreen L3MBTL1–H3K9me1 peptide binding | Potency, µM (highest dose often 57.1 µM), without a hit: at the top dose activity, negative = inhibition, actives largely listed as inhibitors | 230,000 tested, 0.66% active; also: % is scaled to controls: 0 for no effect and ±100 for the full control effect; nearly all actives have a fitted effect of over 60% in size
# Target sequence (Q9Y468 whole entry, looked up): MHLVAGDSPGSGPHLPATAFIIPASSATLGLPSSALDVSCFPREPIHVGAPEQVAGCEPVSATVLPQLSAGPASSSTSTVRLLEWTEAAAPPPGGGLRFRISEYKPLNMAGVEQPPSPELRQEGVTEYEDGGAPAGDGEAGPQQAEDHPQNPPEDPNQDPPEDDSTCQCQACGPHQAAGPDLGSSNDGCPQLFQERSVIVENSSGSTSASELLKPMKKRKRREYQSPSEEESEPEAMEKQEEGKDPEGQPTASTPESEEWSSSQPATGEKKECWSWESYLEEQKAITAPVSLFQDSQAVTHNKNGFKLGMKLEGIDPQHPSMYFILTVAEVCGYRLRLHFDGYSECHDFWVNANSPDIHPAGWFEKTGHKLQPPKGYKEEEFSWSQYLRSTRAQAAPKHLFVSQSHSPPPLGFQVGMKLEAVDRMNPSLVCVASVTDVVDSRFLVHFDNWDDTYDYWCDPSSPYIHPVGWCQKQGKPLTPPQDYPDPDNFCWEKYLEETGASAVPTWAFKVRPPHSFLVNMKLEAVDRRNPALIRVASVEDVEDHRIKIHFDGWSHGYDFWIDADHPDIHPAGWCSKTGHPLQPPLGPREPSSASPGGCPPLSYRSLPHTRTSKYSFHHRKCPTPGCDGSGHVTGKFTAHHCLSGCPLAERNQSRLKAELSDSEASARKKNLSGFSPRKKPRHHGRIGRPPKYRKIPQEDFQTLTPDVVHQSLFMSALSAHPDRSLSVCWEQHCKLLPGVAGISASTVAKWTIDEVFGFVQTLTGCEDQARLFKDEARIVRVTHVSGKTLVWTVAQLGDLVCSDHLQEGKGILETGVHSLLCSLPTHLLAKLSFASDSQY
#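 L3MBTL1 50 nM + b-AHA-H3(1-15)K9me1 75 nM, 30 min RT; compound added, 30 min RT; streptavidin donor/Ni-chelate acceptor beads 10 ug/mL each final, 30 min RT dark; AlphaScreen read.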
# * = called active by the depositor; i = inactive; ? = inconclusive; / = no result given; [ ] = another dose, or the depositor's remark. Unless noted, calls follow the shape of the dose curve; as a rule, active = well fitted curve in the direction sought with a large enough effect; inconclusive = small, poorly fitted or top-dose-only effect, or another doubt; inactive = no such curve, though single readings can be large; an effect the other way counts as inactive or inconclusive. Potency is read from the fitted curve at half-maximal effect.
molecule | SMN2 splice enh | ALDH1A1 inh | Tau ThT inhib | LMNA splice mod | KinaseGlo FLuc | JMJD2E inh | RECQ1 inh | L3MBTL1 block
COc1ccc(Cl)cc1NC(=S)NCCCN1CCCC1=O | 13% | -1% | -7% | -20%[46 µM] | -1% | 6% | -8% | -3%
C=CCN1C=C2C(=O)C(C)(OC(=O)C3CCCC3)C(=O)C(c3ccccc3)=C2C=C1CCCC(=O)OC (stereo not given) | 3%[9.22 µM] | 13%[13.5 µM] | 8%[11.5 µM] | 1%[9.22 µM] | -5%[7.66 µM] | -24%[11.4 µM] | 9%[11.5 µM] | /
Cc1noc(COc2ccccc2OCC(N)=O)c1Cl | -10% | -3% | 4% | 4% | -1% | -1% | -3% | 4%
CC1(c2ccccc2)NC(=O)N(CC(=O)N2CCOCC2)C1=O (stereo not given) | 17% | -6% | -8% | 5% | -2% | -5% | 1% | -9%
CN1/C(=C\C=C2/C(=O)Oc3ccccc3C2=O)C(C)(C)c2ccccc21 | ? | -1% | ? | ? | 1% | 1% | -7% | -11%
CC12CN(C(=O)c3ccco3)CC(c3ccccc3)(CN(C(=O)c3ccco3)C1)C2=O | 5% | ? | -4% | -4% | -4% | 5% | -6% | -4%
CCc1nc2cc(CC(=O)O)ccc2o1 | -2% | -1% | 3% | -5% | -1% | 7% | -6% | 6%
O=C(COc1cc(Cl)ccc1Cl)Nc1nnc(CC(=O)N2CCOCC2)s1 | 2% | 6% | -16% | -2% | 0% | 22% | -14% | 6%
CCn1c(SCC(=O)N2CCN(c3ccc(F)cc3)CC2)nnc1-c1ccncc1 | -63%[inhibitor] | ? | -3% | 11% | -4% | 2% | -11% | 0%
COC(=O)CSc1nc2c(c(=O)n(C)c(=O)n2C)n1CCCc1ccccc1 | -6% | -11% | -4% | 8% | -6% | 6% | -5% | 5%
CNC(=S)N/N=C/c1cn(CCOc2ccc(OC)cc2)c2ccccc12 | ? | -15% | -17% | ? | -1% | -11% | -14% | -19%
COc1ccc2c(c1)O[C@@H](c1ccc3c(c1)OCO3)[C@H](OC(=O)Nc1ccc(OC(F)F)cc1)C2=O | 8% | -2% | -3% | / | 0% | -4% | 1% | /
COc1ccc(OC)c(S(=O)(=O)n2ccnc2C)c1 | ? | 5% | 2% | 6% | -3% | 7% | i | /
COc1ccc(S(=O)(=O)Nc2cc(OC)c(NC(=O)c3ccco3)cc2OC)cc1 | -8% | ? | -14% | -4% | -3% | -3% | -23% | -4%
O=C(CN1C(=O)c2ccccc2S1(=O)=O)N1CCN(c2ccccc2F)CC1 | -5% | ? | 11% | 9% | -1% | -2% | -11% | -4%
COC(=O)C1CCN(C(=O)NC2CCCCC2)CC1 | -3% | 12% | 0% | 8% | 0% | -3% | -2% | 3%
O=C(Nc1ccc2c(c1)OCCO2)c1c(F)cccc1F | 13µM* | -3% | 1% | -8% | -5% | 10% | -1% | -4%[11.4 µM]
FC(F)(F)c1cc(-c2cccs2)nc2nc(N3CCOCC3)sc12 | 2% | ? | -6% | ? | 0% | ? | 0% | 60%[activator]
Cc1ccc(-n2c(Cc3cccc4ccccc34)n[nH]c2=S)c(C)c1 | -7% | -1% | -14% | -11%[46 µM] | -3% | -10% | i | -6%[11.4 µM]
CCCCOC(=O)C1=C(C)Nc2ncnn2C1c1cccc(OC)c1OC (stereo not given) | -18% | ? | -16% | -4% | -2% | -1% | i | 0%
COc1ccc(Nc2nc(Cl)nc(N3CCN(c4ccc(OC)cc4)CC3)n2)cc1 | / | -2% | ? | -14%[46 µM] | -1% | 3% | -3% | ?
CCn1c(=O)c([N+](=O)[O-])c(NCc2ccc3c(c2)OCO3)c2ccccc21 | / | / | -8% | / | / | 6% | -20% | -14%
COc1ccc(-n2c(=O)cc(N3CCN(c4ccccc4F)CC3)[nH]c2=O)cc1 | / | 4µM* | -6% | 4% | 3% | 6% | 4% | 10%
CCN(CC)S(=O)(=O)N1CCC(C(=O)NC2CCCc3ccccc32)CC1 (stereo not given) | -31%[inhibitor] | ? | 11% | ? | 0% | -4% | -5% | 24%
CC(=O)n1nc(-c2cccnc2)nc1N | 12% | 0% | -10% | 7% | -4% | 5% | 8% | -10%
O=C(Nc1ccc(NC(=O)c2ccco2)nc1)c1ccccn1 | 14µM* | 14µM* | ? | ? | 10µM* | ? | -6% | 0%
CCOc1ccc(CNc2nc3ccccc3n2CCN2CCOCC2)cc1 | -24% | ? | -4% | -12% | 0% | -2% | -6% | -5%
COc1ccc(Nc2nc(N)nc(CSc3n[nH]c(-c4ccccc4)n3)n2)cc1 | 4% | 2% | ? | -16% | -7% | 1% | -9% | 4%
CNC(=O)C(=O)NCCN1CCN(C(=O)c2ccc([N+](=O)[O-])cc2)CC1 | / | ? | -1% | ? | 1% | 4% | -5% | -5%
CCn1c(SCC(=O)N2CCCCC2C)nc2ccsc2c1=O (stereo not given) | -27% | 7.9µM* | -4% | ? | -1% | 3% | i | 2%
CCC(CC)C(=O)Nc1cccc(/C(C)=N/NC(=O)c2ccccc2Cl)c1 | -51%[inhibitor] | 13µM* | -9% | 6% | 1% | 35%[activator] | -7% | /
Cc1cc(C)c2cc(C(=O)N(C)C3CCN(C)CC3)[nH]c2c1 | / | / | -9% | / | / | 5% | -4% | 2%
CCn1nc(C)cc1C(=O)Sc1ccc(Cl)cc1Cl | / | / | ? | / | / | -4% | -2% | 11%
CCC(=O)Nc1ccc(S(=O)(=O)Nc2ncccn2)cc1 | 3% | 0% | -8% | 16% | 15% | -4% | -5% | /
CCCOc1ccc(N2CC(C(=O)NC3=NCCS3)CC2=O)cc1 (stereo not given) | -12% | 7% | -5% | -6%[46 µM] | 3% | 7% | -8% | /
O=c1c2cnn(-c3ccccc3)c2ncn1Cc1ccco1 | -22% | -39% | -6% | -15% | -2% | -9% | i | /
C/C(CC(=O)NC1CCCC1)=N\NC(=O)C1CCCCC1 | / | -8% | -6% | 9%[46 µM] | -2% | 29% | -3% | 8%
CCCCCCCn1c2c(c(=N)c3ccccc31)CCC2 | / | ? | -7% | / | -3% | -20% | i | -25%
C[N+](C)(C)CCOP(=O)(O)OP(=O)([O-])OC[C@H]1O[C@@H](n2ccc(N)nc2=O)[C@H](O)[C@@H]1O | -28% | 10% | -6% | -6% | 1% | 8% | -1% | -4%
CCCCCCc1cc2cc(C(N)=O)c(=N)oc2cc1O | -2% | ? | ? | 1% | -3% | ? | i | /
O=C(Cn1cc(-c2nnnn2-c2ccc(Cl)cc2)c(=O)c2ccccc21)c1ccccc1 | -16% | 3% | -4% | 9% | -2% | 10% | 16% | 6%
Cc1nc2nc[nH]n2c(=O)c1NC(=O)c1c(-c2ccccc2Cl)noc1C | / | ? | -12% | 8% | 1% | -20% | 7% | /
CCCn1nnnc1NC(=O)COc1ccc(CC)cc1 | 6% | -8% | 9% | 1% | 0% | -1% | -7% | -13%
COc1ccc(-n2cc(C(=O)c3cc(Cl)ccc3O)cc(C#N)c2=O)cc1 | -8% | 13% | -3% | -18%[46 µM] | -1% | 13% | -5% | /
COc1ccc(S(=O)(=O)N2CCCN(CC(=O)Nc3cc(NC(C)=O)ccc3OC)CC2)cc1 | -4% | 7% | 0% | -7% | -1% | 5% | 8% | 5%
COC(=O)C1=C(C(=O)OC)[C@@H]2N(C)c3ccccc3[C@@]23C[C@@H](C(=O)OC)N(S(=O)(=O)c2ccc4c(c2)OCCN4C)C3=N1 | 8%[9.22 µM] | ? | 10%[11.5 µM] | -3%[9.22 µM] | -6%[7.66 µM] | 11%[11.4 µM] | -10%[11.5 µM] | /
COc1ccc(-c2nn(-c3ccccc3)cc2CNCCN2CCOC2=O)c(F)c1 | 2% | ? | ? | -15%[46 µM] | 0% | ? | i | -2%
O=C(NCc1ccccn1)c1cc2ccccn2n1 | 14% | -7% | -8% | -3% | -2% | ? | -3% | -4%
CC(C)c1nc(N2CCCC2)c(C#N)c2c1CCCC2 | ? | ? | -19% | 17% | -5% | ? | -2% | 8%[11.4 µM]
CCCNC(=O)NC(=O)COC(=O)c1ccc(S(=O)(=O)N(C)c2ccccc2OC)cc1 | -10% | 13µM* | 3% | ? | 0% | -4% | 0% | ?
NC(=O)CC(O)c1cccc(Cl)c1 (stereo not given) | 7% | 9% | 1% | 9% | -2% | -3% | -7% | -2%
CCN(CC)C(=O)Cn1cc(/C=C(\C#N)C(=O)N2CCN(c3ccccc3)CC2)c2ccccc21 | 1% | -1% | ? | 8% | 1% | 6% | -12% | -9%
CCOC(=O)C1=C(C)NC(c2cccs2)C(=O)N1 (stereo not given) | 2% | 5% | -3% | 1% | -4% | 0% | -4% | -6%
C/C(N)=C(/C#N)C(=O)COC(=O)CNS(=O)(=O)c1ccc2ccccc2c1 | / | 0% | -8% | / | / | 1% | 0% | -10%
CCOc1ccccc1N1CCN(C(=S)NCc2ccco2)CC1 | / | 6% | 6% | -13% | / | -2% | -1% | ?
CC(=O)c1c(C)nc(Nc2nc3ccccc3s2)nc1C | / | / | -19% | / | / | 10% | i | 6%
CC(=O)Nc1ccc(NC(=S)NC(=O)c2ccc([N+](=O)[O-])c(C)c2)cc1 | -20% | 4% | 3% | -13% | -1% | -8% | 0% | 27%

# Only part of the results is shown; the hit share may differ from the screen's.
